Bioassay records as filed in PubChem BioAssay.
Mtb FBA inh – Mtb FBA enzyme inhibitors, primary screen, biochemical, fluorescence, strain H37Rv | purified M. tuberculosis FBA, fluorescence read-out | inhibition, % at 1 µM | 2.3% of 360,000 active; in the data active = inhibition above about 27%;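 also: 0% = vehicle and 100% = reference inhibitor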
UGM FP inh – M. tuberculosis UGM enzyme inhibitors, primary screen, biochemical, fluorescence polarization, single point; UDP-galactopyranose mutase (Mycobacterium tuberculosis (strain ATCC 25618 / H37Rv)), …; purified UGM, fluorescence polarization probe displacement; inhibition, % at 10 µM; 0.06% of 320,000 active; in the data active = inhibition above about 10%, passing the limit was not always enough
Target sequence (P9WIQ1 whole entry, looked up): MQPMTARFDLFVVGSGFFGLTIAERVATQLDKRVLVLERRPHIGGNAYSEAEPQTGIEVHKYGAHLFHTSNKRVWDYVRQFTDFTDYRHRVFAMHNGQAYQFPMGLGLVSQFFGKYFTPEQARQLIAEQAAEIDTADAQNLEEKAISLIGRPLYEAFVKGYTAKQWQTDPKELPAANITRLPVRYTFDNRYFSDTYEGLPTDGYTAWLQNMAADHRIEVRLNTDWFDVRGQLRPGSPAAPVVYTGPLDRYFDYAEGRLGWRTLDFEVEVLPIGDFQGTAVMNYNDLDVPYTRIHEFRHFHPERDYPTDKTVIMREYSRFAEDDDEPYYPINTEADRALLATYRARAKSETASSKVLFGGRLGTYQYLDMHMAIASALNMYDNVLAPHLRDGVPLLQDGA
3CLpro inhibitor – SARS-CoV 3CLpro protease inhibitors, primary screen, biochemical, quenched FRET; inhibition, % at 6 µM; AID 1706, 2009; 0.14% of 290,000 active; recombinant SARS-CoV 3CLpro, quenched FRET peptide cleavage; in the data active = inhibition above about 12%
Vc quorum ag – inducers of Vibrio cholerae quorum light production without autoinducers, primary screen, BH1578 luxS cqsA deficient, single point; activation, % at 18.7 µM; V. cholerae BH1578 lux reporter, luminescence, 6 h; 0.16% of 350,000 active; in the data active = activation mostly above about 9.7%, no sharp cut-off; also: not every result past the cut was called active; inactives centre near 0; reference of the scale not given here
VHR inh abs – VHR1 phosphatase inhibitors, primary screen, biochemical, absorbance, uHTS | recombinant VHR phosphatase, pNPP absorbance | 0.52% of 290,000 active | AID 1654, 2009 | inhibition, % at 13.3 µM | Dual specificity protein phosphatase 3 (Homo sapiens), P51452; in the data active = inhibition above about 50%; also: some compounds called inactive have numbers as strong as hits
Target sequence (P51452 whole entry, looked up): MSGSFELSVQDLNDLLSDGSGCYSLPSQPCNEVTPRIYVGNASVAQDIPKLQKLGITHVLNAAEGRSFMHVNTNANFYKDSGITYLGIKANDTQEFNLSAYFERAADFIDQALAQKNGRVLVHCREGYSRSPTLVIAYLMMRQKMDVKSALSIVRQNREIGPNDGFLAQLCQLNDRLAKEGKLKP
SSB-PriA inh – inhibitors of Klebsiella pneumoniae PriA binding to SSB C-terminal tail, primary screen, biochemical, AlphaScreen; inhibition, % at 33 µM; AID 1272365, 2023; PriA–SSB C-terminal tail interaction (Klebsiella pneumoniae); AlphaScreen SSBct-PriA binding, biotinylated peptide; 0.6% of 430,000 active; in the data active = inhibition mostly above about 37%, no sharp cut-off; inactive = mostly below about 20%;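 also: plate controls were negative control peptide for no effect and reference peptide for full effect; strong numbers were not always called active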
Rv3671c protease – Rv3671c serine protease inhibitors, primary screen, biochemical, fluorescence polarization, M. tuberculosis H37Rv; inhibition, % at 5.96 µM; 0.048% of 320,000 active; AID 2606, 2010; in the data active = inhibition above about 38%;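 also: extracellular domain of Rv3671c used as enzyme; 0% = enzyme with DMSO and 100% = no enzyme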
Target sequence (P9WHR9 whole entry, looked up, the tested form may be a part): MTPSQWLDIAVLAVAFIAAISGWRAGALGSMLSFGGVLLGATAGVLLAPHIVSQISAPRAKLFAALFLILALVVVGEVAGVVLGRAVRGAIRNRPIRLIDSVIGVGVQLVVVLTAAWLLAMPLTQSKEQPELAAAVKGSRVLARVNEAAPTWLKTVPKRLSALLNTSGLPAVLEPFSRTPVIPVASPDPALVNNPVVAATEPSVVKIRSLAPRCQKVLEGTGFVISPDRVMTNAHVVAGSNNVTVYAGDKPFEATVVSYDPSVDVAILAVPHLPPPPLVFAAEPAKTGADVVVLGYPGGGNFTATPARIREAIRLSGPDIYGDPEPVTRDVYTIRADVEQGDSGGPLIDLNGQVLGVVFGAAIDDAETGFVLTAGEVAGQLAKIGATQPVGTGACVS
GDH-TPI counter – GDH-TPI coupling enzyme inhibitors, primary screen, artefact control for M. tuberculosis FBA inhibitor project, biochemical, absorbance, full deck | GDH-TPI coupled enzyme counterscreen, NADH absorbance | inhibition, % at 4.8 µM | 1.2% of 360,000 active; in the data active = inhibition above about 30%;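 also: 0% = DMSO wells and 100% = wells lacking the enzyme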
MazEF act – activators of E. coli MazEF toxin-antitoxin RNase, primary screen, biochemical, fluorescence, uHTS; Endoribonuclease toxin MazF (Escherichia coli (strain K12)), P0AE70; FAM/BHQ RNA-DNA oligo cleavage fluorescence, 5 h; activation, % at 20 µM; 0.32% of 350,000 active; AID 504720, 2011; in the data active = activation above about 50%
Mtb BioA inh – M. tuberculosis BioA enzyme inhibitors, primary screen, biochemical, plate reader, single point, HTS; 7,8-diaminopelargonic acid synthase BioA (Mycobacterium tuberculosis); 0.096% of 360,000 active; purified M. tuberculosis BioA enzyme; AID 602481, 2012; inhibition, % at 9.99 µM; in the data active = inhibition above about 40%
* hit, by the source's call; i = inactive; / = no result given; + = active, no number; & = joins results of further samples.

#1 CC(Cc1cccc(C(F)(F)F)c1)NCCOC(=O)c1ccccc1 (stereo not given)
#2 CN(C)S(=O)(=O)n1cc(/C=C(\NC(=O)c2ccccc2)C(=O)NCCCn2ccnc2)c2ccccc21
#3 CCCOc1ccc(C(=O)OCCN(CC)CC)cc1N
#4 O=C(O)Cc1cn(-c2ccccc2)nc1-c1ccc(Cl)cc1
#5 CN[C@@H]1[C@H](O)[C@H](NC)[C@H]2O[C@@]3(O)C(=O)C[C@@H](C)O[C@H]3O[C@@H]2[C@H]1O
#6 O=[N+]([O-])c1cncn1CCN1CCOCC1
#7 O=C(NC1CCN(CCc2c[nH]c3ccccc23)CC1)c1ccccc1
#8 CCN(CC)CC1CCCCN1CC(=O)N1c2ccccc2C(=O)Nc2cccnc21 (stereo not given)
#9 O=C1NC(=S)S/C1=C\C=C\c1ccc([N+](=O)[O-])o1
#10 Cc1scc2c1N(C(=O)CN1CCN(C)CC1)c1ccccc1NC2=O
entry no.,1,2,3,4,5,6,7,8,9,10
Mtb FBA inh,2&2,0,2,2,1,-3,2,/,-29,0
UGM FP inh,3.7&1.4,2.5,4.7,-1.5,1.9,/,-1.8,1.4,/,-0.4
3CLpro inhibitor,/,-1,/,2,-3,/,-6,1,5,3
Vc quorum ag,-0.8,i,-0.3,0.5,72*,-1.3,i,/,14,i
VHR inh abs,/,35,/,2,2,/,24,26,-3,-1
SSB-PriA inh,-7,13,-6,8,-5,1,7,/,15,-17
Rv3671c protease,-2&5,11,2,6,0,/,-7,0,/,0
GDH-TPI counter,-10&-3,7,9,-8,-6,9,9,/,26,7
MazEF act,-3&-2,11,-2,4,3,9,-11,/,-5,3
Mtb BioA inh,-0.3&-3.6,-0.1,0.2,/,-0.9,-1.0,-1.7,/,1.7,4.5

#11 CCCC(=O)O[C@]1(C(=O)CCl)[C@@H](C)C[C@H]2[C@@H]3CCC4=CC(=O)C=C[C@]4(C)[C@@]3(F)C(=O)C[C@@]21C
#12 CN(C)CC/C=C1/c2ccccc2COc2ccc(CC(=O)O)cc21
#13 COc1ccc(C(=O)c2ccccc2)c(O)c1
#14 CCCC1(c2ccccc2)NC(=O)N(CC(=O)N(C)Cc2c(F)cccc2Cl)C1=O (stereo not given)
#15 CCCCCCCCCCCCCCCC(O)C(N)CO (stereo not given)
#16 Nc1c2ccccc2nc2ccccc12
#17 O=C(c1ccccn1)N(Cc1cccs1)C1(C(=O)NC2CCCCC2)CCCCC1
#18 O=C(CCN1CCN(CCO)CC1)N1c2ccccc2Sc2ccc(C(F)(F)F)cc21
#19 CCc1cccc(CC)c1NC(=O)CN(CC(=O)O)CC(=O)O
#20 COc1cc(C=O)ccc1O
entry no.,11,12,13,14,15,16,17,18,19,20
Mtb FBA inh,1,3,1,0,-2,63*,4,0,4,-1
UGM FP inh,5.3,1.0,1.1,-1.6,-1.1,-2.5&0.1,-0.6,-1.7,2.0,/
3CLpro inhibitor,-4,/,-3,2,5,-2,1,1,/,/
Vc quorum ag,i,0.2,12,-0.2,-0.3,-0.5,i,3.0,0.5,-0.1
VHR inh abs,-11,/,-16,34,20,20,19,21,/,/
SSB-PriA inh,-7,-5,-26,-13,-14,8,9,-5,-15,/
Rv3671c protease,1,-1,-5,2,10,-7&-8,-2,2,-6,/
GDH-TPI counter,2,13,9,9,7,6&-6,9,8,8,58*
MazEF act,3,-7,-8,0,-10,0&4,5,11,0,/
Mtb BioA inh,0.6,-0.4,-2.1,0.1,-2.0,-3.3&0.5,0.2,-0.3,2.5,-0.8

#21 CC(C)NNC(=O)c1ccncc1
#22 Cc1nc2c3ccccc3nc(NNC(=O)CCC(=O)N3CCN(c4ccccc4F)CC3)n2n1
#23 O=C(O)c1cc(=O)c2ccccc2o1
#24 CCN(CCCCOC(=O)c1ccc(OC)c(OC)c1)C(C)Cc1ccc(OC)cc1 (stereo not given)
#25 CC1(C)O[C@@H]2C[C@H]3[C@@H]4C[C@H](F)C5=CC(=O)C=C[C@]5(C)[C@@]4(F)[C@@H](O)C[C@]3(C)[C@]2(C(=O)CO)O1
#26 Cn1ccc2cc3c(cc21)CCN3C(=O)Nc1cccnc1
#27 COC(=O)N/N=C/c1c[n+]([O-])c2ccccc2[n+]1[O-]
#28 CCCCOc1cc(C(=O)OCCN(CC)CC)ccc1N
#29 COc1cc(N)c(Cl)cc1C(=O)N[C@H]1CCN(CCCOc2ccc(F)cc2)C[C@H]1OC
#30 C[C@H](CCC(=O)O)[C@H]1CC[C@H]2[C@@H]3[C@H](O)C[C@@H]4C[C@H](O)CC[C@]4(C)[C@H]3CC[C@]12C
entry no.,21,22,23,24,25,26,27,28,29,30
Mtb FBA inh,-3,-2,3,3,3,8,1,10&5,1,3
UGM FP inh,-1.3,-3.0,-0.4,0.1,-3.0,-1.5,1.1,-0.6&6.8,2.9,-0.2
3CLpro inhibitor,-2,-1,-7,-4,0,/,/,/,/,/
Vc quorum ag,i,-0.3,-3.6,8.3,-1.0,i,14,-0.8&-0.2,0.2,i
VHR inh abs,9,25,-19,1,1,/,/,/,/,/
SSB-PriA inh,-8,-7,0,-2,-2,11,/,1,-16,6
Rv3671c protease,-1,-6,6,7,0,5,-4,-3&-1,-1,-7
GDH-TPI counter,10,-4,5,4,13,14,33*,7&1,5,5
MazEF act,11,6,-1,9,5,23,-24,8&1,2,7
Mtb BioA inh,1.0,0.2,-1.3,-10,-3.2,8.2,-0.1,0.6&-5.4,-5.4,0.5

Arranged by molar mass (descending): 9 of the compounds above
#2 CN(C)S(=O)(=O)n1cc(/C=C(\NC(=O)c2ccccc2)C(=O)NCCCn2ccnc2)c2ccccc21
#18 O=C(CCN1CCN(CCO)CC1)N1c2ccccc2Sc2ccc(C(F)(F)F)cc21
#8 CCN(CC)CC1CCCCN1CC(=O)N1c2ccccc2C(=O)Nc2cccnc21 (stereo not given)
#1 CC(Cc1cccc(C(F)(F)F)c1)NCCOC(=O)c1ccccc1 (stereo not given)
#12 CN(C)CC/C=C1/c2ccccc2COc2ccc(CC(=O)O)cc21
#5 CN[C@@H]1[C@H](O)[C@H](NC)[C@H]2O[C@@]3(O)C(=O)C[C@@H](C)O[C@H]3O[C@@H]2[C@H]1O
#15 CCCCCCCCCCCCCCCC(O)C(N)CO (stereo not given)
#16 Nc1c2ccccc2nc2ccccc12
#20 COc1cc(C=O)ccc1O
entry no.,2,18,8,1,12,5,15,16,20
Mtb FBA inh,0,0,/,2&2,3,1,-2,63*,-1
UGM FP inh,2.5,-1.7,1.4,3.7&1.4,1.0,1.9,-1.1,-2.5&0.1,/
3CLpro inhibitor,-1,1,1,/,/,-3,5,-2,/
Vc quorum ag,i,3.0,/,-0.8,0.2,72*,-0.3,-0.5,-0.1
VHR inh abs,35,21,26,/,/,2,20,20,/
SSB-PriA inh,13,-5,/,-7,-5,-5,-14,8,/
Rv3671c protease,11,2,0,-2&5,-1,0,10,-7&-8,/
GDH-TPI counter,7,8,/,-10&-3,13,-6,7,6&-6,58*
MazEF act,11,11,/,-3&-2,-7,3,-10,0&4,/
Mtb BioA inh,-0.1,-0.3,/,-0.3&-3.6,-0.4,-0.9,-2.0,-3.3&0.5,-0.8

Following part
#31 Cc1cc(=O)oc2cc(O)ccc12
#32 Nc1ncnc2c1c(-c1ccc(Oc3ccccc3)cc1)cn2C1CCCC1
#33 CC(=O)Oc1ccc2c(C)cc(=O)oc2c1
#34 C[C@@H]1C[C@H]2[C@@H]3CCC4=CC(=O)C=C[C@]4(C)[C@@]3(Cl)[C@@H](O)C[C@]2(C)[C@@]1(OC(=O)c1ccco1)C(=O)CCl
#35 O=C(Nc1cc(-c2ccccc2)nn1-c1ccccc1F)c1ccc([N+](=O)[O-])cc1
#36 CN(C)C/C=C(\c1ccc(Br)cc1)c1cccnc1
#37 C/C(=N\NC(=S)NCc1ccccc1)C1CCCCC1
#38 CCCC(=O)O[C@]1(C(=O)COC(C)=O)CC[C@H]2[C@@H]3C[C@H](F)C4=CC(=O)C=C[C@]4(C)[C@@]3(F)[C@@H](O)C[C@@]21C
#39 CN(C)CCCSc1ccccc1NC(=O)/C=C/c1ccccc1
#40 CCc1ccccc1OC[C@@H](O)CN[C@H]1CCCc2ccccc21
entry no.,31,32,33,34,35,36,37,38,39,40
Mtb FBA inh,+,4,+,0,4,7,1,-4,/,5
UGM FP inh,0.2,3.6,-4.4,1.5,0.2,0.2,2.3,-1.1,1.1,-0.4
3CLpro inhibitor,/,/,-4,/,/,/,2,5,0,/
Vc quorum ag,-0.5,i,-0.4,i,1.5,i,-1.2,1.4,/,i
VHR inh abs,/,/,22,/,/,/,9,5,16,/
SSB-PriA inh,0,5,-7,-4,-3,-2,/,-15,/,-5
Rv3671c protease,2,-7,2,-47,-2,2,0,2,-2,2
GDH-TPI counter,15,-6,-8,-1,3,0,-5,2,/,11
MazEF act,4,-3,1,-16,11,-1,-10,8,/,-9
Mtb BioA inh,-0.1,-3.9,/,-1.6,0.1,0.6,/,3.7,/,1.0

#41 Cc1c(C)n(Cc2ccccc2)c2ccc(C(=O)OCCN(C)C)cc12
#42 CC(C)(C)NCC(O)COc1cccc2c1CC(O)C(O)C2 (stereo not given)
#43 CC1O[C@@H](OCC2O[C@@H](Oc3cc(O)c4c(c3)OC(c3ccc(O)cc3)CC4=O)[C@H](O)[C@@H](O)[C@@H]2O)[C@H](O)[C@H](O)[C@H]1O (stereo not given in full)
#44 CC(=O)OCC(=O)[C@@]1(O)CC[C@H]2[C@@H]3CCC4=CC(=O)C=C[C@]4(C)[C@@]3(F)[C@@H](O)C[C@@]21C
#45 O=C(O)Cc1sc(-c2ccccc2)nc1-c1ccc(Cl)cc1
#46 CCC(C(=O)Nc1ccccc1N1CCCC1)c1ccccc1 (stereo not given)
#47 CCCCN(CCCC)CCCOC(=O)c1ccc(N)cc1
#48 O=C1c2c(O)ccc(O)c2C(=O)c2c(NCCNCCO)ccc(NCCNCCO)c21
#49 CC(C)(C)NCC(O)COc1cccc2c1C[C@H](O)[C@H](O)C2 (stereo not given in full)
#50 COc1cc(C2Oc3cc(C4Oc5cc(O)cc(O)c5C(=O)C4O)ccc3OC2CO)ccc1O (stereo not given)
#51 CCCCCCCCCCCCCCC[C@@H](O)[C@@H](N)CO
#52 CC[C@]12CCCN3CCc4c(n(c5ccccc45)[C@](O)(C(=O)OC)C1)[C@@H]32
entry no.,41,42,43,44,45,46,47,48,49,50,51,52
Mtb FBA inh,5,0,3,-3,6,2,-1,1&1,0,-2,-2,15
UGM FP inh,1.0,0.2,2.5,-1.7,/,-4.5,0.1,4.6,-2.7,-2.4,/,-0.1
3CLpro inhibitor,-1,/,/,/,/,3,-5,/,-2,-8,/,/
Vc quorum ag,i,-3.0,0.9,-0.4,-0.3,-0.2,4.2,-5.6&11,4.2,-3.0,-0.5,-3.8
VHR inh abs,11,/,/,/,/,1,-11,/,1,-30,/,/
SSB-PriA inh,34,-10,-18,-5,/,-1,0,107,-3,2,-2,-7
Rv3671c protease,7,1,-4,-11,/,-3,2,0,-1,4,/,3
GDH-TPI counter,9,-8,-6,4,14,-4,6,3&-6,8,36*,8,13
MazEF act,10,-1,-21,2,-2,-1,6,-8&-29,-4,5,-7,-3
Mtb BioA inh,5.7,-0.7,1.6,1.0,0.0,-0.5,1.3,5.3,0.3,0.1,-0.7,-0.6

A portion of the library; the hit share may differ from the screen's.
